Source: PubChem
Diaphorase act: compounds boosting diaphorase resazurin reduction – biochemical, uHTS, resorufin fluorescence, counter-screen for diaphorase-coupled primary assays, primary screen. Diaphorase/resazurin coupled assay, 16 min; active compounds read high; 1 = vehicle wells, 0 = NADH-free wells. activation factor at 20 µM. 190,000 compounds, 0.005% hits;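 active = diaphorase activity raised at least twofold by the compound at 20 µM; inactive = activation factor below 2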
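Assay system: bacterial diaphorase enzyme (C. kluyveri) / Input: enzyme 0.07 U/mL final / Medium: 50 mM HEPES pH 7.4 with 4.542 mM MgCl2, 0.005% Tween 20 / Doses: single compound dose of 20 µM, 1% DMSO final / Incubation: 16 min enzyme reaction, ambient temperature / Signal: fluorescence, excitation 544 nm and emission 590 nm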
RAM inhibit: inhibitors of the yeast RAM network, primary screen, dse1pr::URA3 reporter, 5-FOA selection; S. cerevisiae dse1pr::URA3 reporter, 5-FOA growth OD615, 2 d; analog-sensitive cbk1-as2 kinase mutant strain; AID 868, 2007; 190,000 compounds, 1.8% hits; inhibition, % at 50 µM;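 active = inhibition above a set limit, 3 SD over mean compound inhibition, cut at about 8.4% in these data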;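 note: 0% = DMSO-only wells with no growth and 100% = 10 µM 1-NA-PP1 full growth; inhibition rescues growth on 5-FOA so higher OD means more RAM inhibition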
PMI activator: activators of human PMI, primary screen, biochemical, fluorescence intensity, near-Km mannose 6-phosphate; Mannose-6-phosphate isomerase (Homo sapiens), P34949; purified human PMI, coupled resazurin fluorescence, 20 min; active compounds read high; 1 = vehicle control, 0 substrate-free wells; activation factor at 20 µM; 190,000 compounds, 0.005% hits; AID 1214, 2008;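 active = activation factor of 2 or more at 20 µM, relative to plate controls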
Target sequence (P34949 whole entry, looked up): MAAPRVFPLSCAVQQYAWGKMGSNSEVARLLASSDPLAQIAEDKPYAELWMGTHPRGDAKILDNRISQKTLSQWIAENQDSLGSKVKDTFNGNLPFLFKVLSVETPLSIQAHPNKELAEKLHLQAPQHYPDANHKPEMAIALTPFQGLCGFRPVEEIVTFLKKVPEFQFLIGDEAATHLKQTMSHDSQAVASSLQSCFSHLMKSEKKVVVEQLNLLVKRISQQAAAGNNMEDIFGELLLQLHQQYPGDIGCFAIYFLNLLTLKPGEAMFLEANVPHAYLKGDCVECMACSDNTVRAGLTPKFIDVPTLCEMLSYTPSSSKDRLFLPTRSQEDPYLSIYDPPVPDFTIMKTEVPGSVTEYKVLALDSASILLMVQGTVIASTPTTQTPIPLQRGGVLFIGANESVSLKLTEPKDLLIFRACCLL
G6PDH CS: L. mesenteroides G6PDH inhibitors, counter-screen for G6PDH-coupled screening assays, biochemical, Leuconostoc mesenteroides enzyme | inhibition, % at 5 µM | glucose-6-phosphate dehydrogenase [Leuconostoc mesenteroides] | Purified L. mesenteroides G6PDH, diaphorase/resazurin coupled fluorescence, 45 min | AID 1020, 2008 | 200,000 compounds, 0.12% hits
S1P3 antagonist: S1P3 receptor antagonists, primary screen, cell-based. Sphingosine 1-phosphate receptor 3 (Homo sapiens), Q99500. CHO S1P3 NFAT-BLA reporter, FRET fluorescence, antagonist mode. inhibition, % at 4.98 µM. 170,000 compounds, 0.27% hits;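 active = inhibition above the plate cutoff, the mean inhibition of test wells on that plate plus 3 SD, cut at about 28% in these data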;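 note: cells challenged with S1P at its EC80 of 0.8 µM; blue over green emission ratio from cleaved BLA substrate after 4 h stimulation; 0% = S1P-stimulated wells and 100% = unstimulated DMSO-only wells; some compounds past the cut are filed as inactive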
Target sequence (Q99500 whole entry, looked up): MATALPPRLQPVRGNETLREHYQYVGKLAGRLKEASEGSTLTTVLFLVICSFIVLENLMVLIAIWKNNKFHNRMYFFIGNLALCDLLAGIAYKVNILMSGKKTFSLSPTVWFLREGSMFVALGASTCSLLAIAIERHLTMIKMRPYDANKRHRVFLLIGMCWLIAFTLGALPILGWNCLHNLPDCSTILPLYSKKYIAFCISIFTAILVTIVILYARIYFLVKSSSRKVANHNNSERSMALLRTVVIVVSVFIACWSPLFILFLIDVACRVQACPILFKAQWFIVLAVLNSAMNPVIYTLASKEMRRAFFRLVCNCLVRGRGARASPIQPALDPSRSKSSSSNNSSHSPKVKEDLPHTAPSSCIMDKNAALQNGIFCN
Diaphorase inh: diaphorase inhibitors and chemical oxidizers, primary screen, counter-screen for diaphorase-coupled primary assays, biochemical, uHTS, resorufin fluorescence | diaphorase resazurin-to-resorufin fluorescence, NADH, 16 min; bacterial (C. kluyveri) enzyme, not human | inhibition, % at 20 µM | 190,000 compounds, 0.69% hits | AID 1217, 2008;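 active = primary screen inhibition at 20 µM above a set limit, cut at about 50% in these data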;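 note: plate controls were DMSO with full reaction for no effect and wells lacking NADH for full effect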
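Assay system – diaphorase enzyme from Clostridium kluyveri · Amount – diaphorase 0.14 U/mL (working solution) · Times – reaction incubation of 16 min at room temperature · Controls – No-NADH positive control and DMSO neutral control · Signal – resorufin fluorescence 544/590 nm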
PMI act satM6P: human PMI activators, high substrate, primary screen, biochemical, fluorescence intensity, near-saturating mannose 6-phosphate | Mannose-6-phosphate isomerase (Homo sapiens), P34949 | 190,000 compounds, 0.34% hits | activation factor at 20 µM | coupled PMI enzyme assay, resazurin fluorescence, 20 min; active compounds read high; 1 = untreated enzyme, 0 = substrate-free blank;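 active = activation factor of 2 or more at 20 µM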
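test system = human PMI in coupled enzyme assay | medium = HEPES-buffered pH 7.4 with magnesium and detergent | also added = 1.0 mM mannose-6-phosphate substrate with 0.22 mM NADP+ | compound = 20 µM single dose | times = 20 min incubation at room temperature | measured by = resorufin fluorescence (Ex 544/Em 590 nm) from resazurin via diaphorase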
TLR4 MyD88 comp: inhibitors of TLR4-MyD88 association in cells, primary screen, cell-based, HeLa CL3-4, BLA complementation, FRET ratio | 200,000 compounds, 0.18% hits | HeLa CL3-4 TLR4/MyD88 BLA complementation | Toll-like receptor 4 (Homo sapiens) + Myeloid differentiation primary response protein … | inhibition, % at 8.4 µM | AID 861, 2007; in the data active = inhibition above about 25%;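 note: 0% = vehicle and 100% = reference inhibitor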
Hsp70 act: Hsp70 transcriptional activators, primary screen, cell-based, HeLa, Hsp70 promoter luciferase, luminescence, 10 µM | HeLa Hsp70 promoter luciferase reporter; scaled: vehicle 0, proteasome-inhibitor control 100% | activation, % at 10 µM | 200,000 compounds, 0.04% hits;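 active = activation above the mean across all tested compounds plus 3 SD, cutoff set per campaign, cut at about 5.5% in these data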;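 note: 100% = MG132 at 30 µM as the positive control and 0% = DMSO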
L major viab: Leishmania major promastigote growth inhibition, primary screen; Leishmania major promastigotes, resazurin fluorescence viability; inhibition, % at 10 µM; 200,000 compounds, 9% hits;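 note: promastigotes grown with compound for 44 hours at 28 °C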
Redox H2O2 prof: compounds producing H2O2 with reducing agent – biochemical, NIH compound library profiling, artefact control for MLSCN library redox annotation, primary screen. DTT-dependent redox cycling H2O2, phenol red/HRP absorbance; 100% = 100 µM peroxide control, 0% = buffer. activation, % at 10 µM. 200,000 compounds, 0.03% hits;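 active = activation of at least 50% relative to the plate's high and low controls in the primary single-dose screen; inactive = activation below 50%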;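 note: compound incubated with DTT at 0.8 mM final as the reducing agent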
* hit, by the source's call; · = not tested or not shown. Cut-off read from the data, not from the text of the source, unless noted: active = inhibition above about 50%; inactive = the rest.

The opening 2 records as a preview:
SMILES	Diaphorase act	RAM inhibit	PMI activator	G6PDH CS	S1P3 antagonist	Diaphorase inh	PMI act satM6P	TLR4 MyD88 comp	Hsp70 act	L major viab	Redox H2O2 prof
CCOc1ccc(C(=O)NC2CCN(C(=O)NCc3ccccc3)CC2)cc1	0.7	3.2	0.9	1	-28	26	0.9	-5	-0.1	-1	0.0
O=C(CCc1ccc(S(=O)(=O)NCc2ccccc2)cc1)N1CCN(Cc2ccc3c(c2)OCO3)CC1	0.8	-0.7	0.8	8	·	17	0.8	9	0.3	24	0.2

Results, from the start:
SMILES	Diaphorase act	RAM inhibit	PMI activator	G6PDH CS	S1P3 antagonist	Diaphorase inh	PMI act satM6P	TLR4 MyD88 comp	Hsp70 act	L major viab	Redox H2O2 prof
CCOc1ccc(C(=O)NC2CCN(C(=O)NCc3ccccc3)CC2)cc1	0.7	3.2	0.9	1	-28	26	0.9	-5	-0.1	-1	0.0
O=C(CCc1ccc(S(=O)(=O)NCc2ccccc2)cc1)N1CCN(Cc2ccc3c(c2)OCO3)CC1	0.8	-0.7	0.8	8	·	17	0.8	9	0.3	24	0.2
C=CC[n+]1ccc2ccccc2c1C	1	0.1	1.1	12	-6	1	1	-27	0.0	-4	-1.3
Cn1nnc(NC(=O)c2ccccc2)n1	1.1	0.6	1.2	-4	·	-7	1.3	2	-0.2	-4	3.2
Cc1onc(-c2ccccc2)c1C(=O)Nc1ccc(S(=O)(=O)N2CCCCC2)cc1	0.7	2.8	0.9	-30	-17	28	0.9	-9	-0.2	9	-0.4
COc1ccc(C2c3[nH]c4ccccc4c3CCN2CCCn2cccn2)c(C)c1C (stereo unspecified)	0.8	-0.1	0.7	18	5	23	0.8	0	-0.3	11	-0.3
COCCn1c(SCc2ccccc2F)nc2ccccc2c1=O	0.9	2.2	1	-4	-1	14	1	1	0.6	-4	-0.5
CCN(CC)C(=O)C(=O)N/N=C/c1ccc(C(=O)O)cc1	0.9	-0.6	0.8	10	-8	10	0.9	-7	-0.1	-5	0.0
CCc1cccc(N(C(=O)c2csnn2)C(C(=O)NC(C)(C)CC)c2ccccn2)c1 (stereo unspecified)	1	-0.1	0.9	9	-3	5	0.9	16	-0.1	0	-0.8
COC1(OC)N=C(N)C2(C#N)C(c3cccc(Oc4ccccc4)c3)C12C#N (stereo unspecified)	0.7	0.3	0.8	5	20	30	0.8	-9	-0.1	15	-0.4
CCCn1c(-c2cccs2)nc2nc3ccccc3nc21	0.8	4.3	1.1	2	·	19	1.1	-15	-0.4	7	-2.5
O=C(COc1ccc(Cl)cc1)NCCSc1ccccc1	1	4.4	1	-1	·	4	1	12	-0.3	-3	0.4
CCOC(=O)Cn1nnnc1C(C(C)C)N(Cc1cccs1)Cc1cc2cc(C)ccc2[nH]c1=O (stereo unspecified)	0.8	2.7	0.8	6	·	19	0.8	-7	-0.3	26	0.5
CCOC(=O)Nc1ccc2c(c1)N(C(=O)C(C)N1CCCC1)c1ccccc1CC2 (stereo unspecified)	0.9	1.8	0.9	16	·	6	1	13	-0.1	18	0.1
COC(=O)c1ccc(NC(=O)CSc2n[nH]c(-c3ccncc3)n2)cc1	0.7	1.2	0.9	-18	-8	32	0.9	9	-0.1	-3	0.6
CCCNC(=O)Nc1ccccc1SC	0.8	1.9	1	2	-15	16	1	-3	0.0	1	0.1
CN(C)c1ccc(/C=N/n2ncc3ccccc32)cc1	0.9	0.5	0.9	-39	·	7	0.9	-24	0.1	-9	-0.3
O=C(CN(c1ccccc1F)S(=O)(=O)c1ccccc1)NC1CCCCCC1	0.9	11*	1	-1	·	13	1	-10	-0.4	26	0.1
CCCCNS(=O)(=O)c1ccc2nc(SCC(=O)Nc3sccc3C#N)[nH]c2c1	0.8	6.8	0.9	8	-42	22	0.9	0	-0.5	-7	3.7
COc1ccc(-c2nn(C)c(=O)c3ccccc23)cc1CNC(=O)CN1CCOCC1	·	·	·	·	-5	·	·	3	0.2	-6	0.6

Copied from the list:
In TLR4 MyD88 comp, C=CC[n+]1ccc2ccccc2c1C is entered as -27
In G6PDH CS, O=C(COc1ccc(Cl)cc1)NCCSc1ccccc1 is entered as -1
In Diaphorase inh, COCCn1c(SCc2ccccc2F)nc2ccccc2c1=O is entered as 14
In Diaphorase act, CCOc1ccc(C(=O)NC2CCN(C(=O)NCc3ccccc3)CC2)cc1 is entered as 0.7
In G6PDH CS, O=C(CN(c1ccccc1F)S(=O)(=O)c1ccccc1)NC1CCCCCC1 is entered as -1
In RAM inhibit, CCOC(=O)Cn1nnnc1C(C(C)C)N(Cc1cccs1)Cc1cc2cc(C)ccc2[nH]c1=O (stereo unspecified) is entered as 2.7

Other entries.
SMILES	Diaphorase act	RAM inhibit	PMI activator	G6PDH CS	S1P3 antagonist	Diaphorase inh	PMI act satM6P	TLR4 MyD88 comp	Hsp70 act	L major viab	Redox H2O2 prof
CC(Oc1ccccc1)C(=O)Nc1nc2c(s1)C(=O)CC(C)(C)C2 (stereo unspecified)	0.9	3.9	0.9	11	·	8	1	12	-0.3	-3	-4.1
COc1ccc(N(C(=O)C(C)C)S(=O)(=O)c2ccc3c(c2)n(C)c(=O)n3C)cc1	0.9	3.5	1	15	-17	10	1	0	-0.3	0	0.6
Cc1ccc2nc(Cl)c3cc(C(=O)NCCCN4CCCC4)sc3c2c1	1.3	1.2	1	-1	11	-28	1	0	-0.2	101*	-0.8
Cn1c(NC(=O)c2ccc3c(c2)OCO3)cc(=O)n(C)c1=O	1	0.9	1	7	-4	2	0.9	-1	-0.2	-4	0.0
O=C(Nc1ccc(Cl)cc1)Nc1ccccc1C(=O)O	·	2.8	·	14	-9	·	·	3	-0.4	-6	0.5
CCOc1ccc(CN2CCN(C(=O)c3cccc(F)c3)CC2)cc1	0.7	-1.2	1	6	·	26	1	-17	-0.3	6	-0.8
Fc1ccc(NC(=S)Nc2cc(Cl)ccc2Cl)cc1	1	2.2	1	1	-1	5	0.9	-6	-0.3	6	-0.3
COc1cccc(NC(=O)CSCC(=O)O)c1	0.8	0.9	0.9	10	·	19	0.9	-4	-0.3	-3	0.1
CCS(=O)(=O)N1CCN(c2ccc(Cl)cc2[N+](=O)[O-])CC1	0.9	1.6	0.8	15	-11	13	0.9	-4	-0.3	-3	-0.5
COc1ccc(CCNC(=O)/C=C/C(=O)O)cc1	1	-0.9	1.1	0	3	-1	1	4	-0.1	-3	0.4
Cc1ccc(OC(=O)c2cc(=O)c3ccccc3o2)cc1	0.9	-0.1	1.1	2	23	8	1.1	8	-0.2	8	-0.3
C=CCNC(=O)/C(=C\c1ccc(Br)cc1)NC(=O)c1ccccc1OC	0.9	6.1	1	4	0	13	1	-7	0.1	5	-1.7
O=C(Cn1nc(-c2ccc(Cl)cc2)c2ccccc2c1=O)Nc1cccnc1	0.8	1.1	0.8	9	·	17	0.9	6	-0.4	42	0.0
COc1ccc(NC(=O)c2cccnc2NCCc2ccccc2)cc1	0.8	-0.9	0.9	-13	6	16	0.9	9	-0.2	30	0.4
CCNC(=S)NNC(=O)c1ccccc1Cl	0.9	0.8	1	3	-9	13	1	-25	0.4	51*	0.0
Cc1cccn2cc(CCNC(=O)c3ccc(Br)o3)nc12	1	0.1	1	-23	-16	-1	1	-3	0.1	-2	0.2
COC(=O)c1ccccc1S(=O)(=O)C(C)(C)C	0.9	-0.7	1.1	4	·	8	1	6	-0.2	-3	-0.6
Cc1ccc(Cc2cnc(NC(=O)C3CCCO3)s2)cc1 (stereo unspecified)	0.9	-1.2	1	8	·	6	1	13	0.0	-3	-1.0
Cc1ccc(C(=O)NCC(=O)Nc2ccc(C)c(S(=O)(=O)Nc3ccc(Cl)cc3)c2)s1	0.9	6.1	0.8	18	-9	12	0.9	6	0.0	15	-0.9
O=C1c2ccccc2C(O)(c2ncc[nH]2)N1CCc1ccccc1 (stereo unspecified)	1	0.9	0.9	2	·	5	1	2	-0.1	95*	-1.8
COc1cc(NC(=O)c2nnn(Cc3ccc(SC)cc3)c2N)cc(OC)c1	0.7	4.9	0.8	3	10	34	0.8	-12	-0.3	12	-1.6
CCOc1ccccc1C(=O)NC(C(=O)NCc1ccc(F)cc1)C(C)C (stereo unspecified)	0.9	3.5	1	6	5	10	1	-5	-0.2	2	0.5
COc1ccc(/C=C/C(=O)c2c(C)nc3ccccn23)cc1	0.9	-0.4	1	3	·	11	1	10	0.5	33	-3.6
Cn1c(=N)c(S(=O)(=O)c2ccc(Cl)cc2)cc2c(=O)n3ccccc3nc21	·	·	·	·	-15	·	·	7	0.2	-4	3.8
O=C(CSc1nc(Nc2ccccc2)nc(N2CCOCC2)n1)N1CCc2ccccc21	0.9	5.1	0.9	3	-16	5	1	-20	0.1	1	-1.0
CCC(COC)NCc1cn(-c2ccc(OC)cc2)nc1-c1cccc(F)c1 (stereo unspecified)	1	-0.5	1	2	-14	2	1	5	0.1	7	0.5
CC(=O)Nc1ccccc1NC(=O)c1ccccc1	1	0.4	1	3	3	3	1	-1	-0.5	-3	-1.9
Cc1cc(C)n(C(=O)CNC(=O)C2COc3ccccc3O2)n1 (stereo unspecified)	1	0.6	1.1	6	·	0	1.1	11	-0.4	-7	-0.3
O=C(CSc1nnc(-c2cccnc2)n1Cc1ccco1)c1ccc(Br)cc1	0.8	-0.2	1	-4	-19	20	1	-17	0.0	-5	0.7
COc1ccccc1NC(=O)CN1C(=O)NC(CC(C)C)C1=O (stereo unspecified)	0.9	1.4	1	-1	2	6	1	-11	-0.2	-1	0.4
